TrxR1 substrate = is turned over as a substrate by rat TrxR1; purified TrxR1 substrate turnover, NADPH consumption readout; Potency, µM (doses to about 114 µM), for inactives: top-dose activity change, negative = substrate turnover; 390,000 tested, 0.01% active; AID 588456; further: potency means the concentration at half of the fitted maximal effect; on the % scale 0 is the no-effect control and ±100 the full control effect; nearly all actives have a fitted effect of over 50% in size
Target sequence (O89049 whole entry, looked up): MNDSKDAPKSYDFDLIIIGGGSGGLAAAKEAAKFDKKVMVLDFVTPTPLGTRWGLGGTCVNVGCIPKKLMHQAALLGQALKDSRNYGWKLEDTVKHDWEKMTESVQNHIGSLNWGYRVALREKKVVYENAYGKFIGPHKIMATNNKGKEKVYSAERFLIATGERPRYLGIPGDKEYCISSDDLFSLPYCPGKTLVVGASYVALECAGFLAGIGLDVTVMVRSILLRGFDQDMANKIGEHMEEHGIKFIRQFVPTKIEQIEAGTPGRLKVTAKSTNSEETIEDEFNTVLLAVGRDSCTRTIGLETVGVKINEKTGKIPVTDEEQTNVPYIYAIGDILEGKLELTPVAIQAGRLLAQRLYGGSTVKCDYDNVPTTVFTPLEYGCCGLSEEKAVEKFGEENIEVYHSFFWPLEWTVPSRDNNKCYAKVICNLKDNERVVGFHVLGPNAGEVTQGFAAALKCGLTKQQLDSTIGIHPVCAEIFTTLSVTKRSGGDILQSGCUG
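Rat TrxR1, dispensed at 90 nM, was prereduced with 400 uM NADPH (final) for 5 min at ~22 deg C, then incubated with compound 15 min before 400 uM selenite. A first-read NADPH fluorescence drop versus no-compound background flagged substrates.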
rTrxR1 inhibitor = rat TrxR1 inhibition; Potency, µM (doses to about 114 µM), for the others: at the top dose activity change, negative = inhibition, hits mostly inhibitors; recombinant rTrxR1, NADPH fluorescence consumption, selenite substrate; 390,000 tested, 1% active; O89049; further: potency means the concentration at half of the fitted maximal effect; on the % scale 0 is the no-effect control and ±100 the full control effect; nearly all actives have a fitted effect of over 65% in size
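Rat TrxR1 (90 nM in the dispensed reagent) was pre-reduced with 400 uM NADPH for 5 min at room temperature, then incubated with compound for 15 min. After 400 uM selenite was added, NADPH fluorescence (Ex 340/Em 450 nm) was followed for 8 min.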
mIDH1 inhibitor = blocks human mutant IDH1 R132H enzyme; O75874; IDH1-R132H enzyme, NADPH consumption, diaphorase/resazurin fluorescence; Potency, µM (doses to about 76.6 µM), for inactives: top-dose activity change, negative = inhibition, usual class: inhibitors; 390,000 tested, 0.093% active; AID 602179; further: potency means the concentration at half of the fitted maximal effect; on the % scale 0 is the no-effect control and ±100 the full control effect; nearly all actives have a fitted effect of over 65% in size
Target sequence (O75874 whole entry R132H, stated change not applied): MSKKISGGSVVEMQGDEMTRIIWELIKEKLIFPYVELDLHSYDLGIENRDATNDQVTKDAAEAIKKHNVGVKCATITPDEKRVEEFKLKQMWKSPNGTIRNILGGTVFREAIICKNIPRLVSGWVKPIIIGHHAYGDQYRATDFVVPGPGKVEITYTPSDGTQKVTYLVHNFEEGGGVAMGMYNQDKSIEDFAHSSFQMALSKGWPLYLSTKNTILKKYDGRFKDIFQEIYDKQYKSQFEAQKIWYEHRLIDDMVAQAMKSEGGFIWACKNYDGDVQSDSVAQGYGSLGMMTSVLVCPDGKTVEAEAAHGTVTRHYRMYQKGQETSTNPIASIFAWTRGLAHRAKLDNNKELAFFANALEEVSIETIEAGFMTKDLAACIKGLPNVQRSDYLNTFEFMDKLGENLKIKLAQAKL
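IDH1-R132H (0.5 ug/mL dispensed) in pH 7.5 Tris buffer was preincubated 30 min with compound, then given a substrate mix of 0.016 mM NADPH and 2 mM alpha-KG for 80 min at room temperature; remaining NADPH was read by diaphorase/resazurin fluorescence.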
RGS4 inhibitor = blocks human RGS4-accelerated GTP hydrolysis | 390,000 tested, 0.039% active | AID 504845 | Transcreener GDP fluorescence polarization, RGS4-accelerated GTP hydrolysis | P49798 | Potency, µM (top dose mostly 114 µM), for inactives: at the top dose activity change, negative = inhibition, usual class: inhibitors; further: potency means the concentration at half of the fitted maximal effect; on the % scale 0 is the no-effect control and ±100 the full control effect; nearly all actives have a fitted effect of over 75% in size; some results filed as inactive show a strong effect at the top dose
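MLSMR compounds (23 nl, pin-transferred) preincubated 10 min at room temperature with a 500nM (2x) first reagent, then RGS4 at 900nM (2x) plus Transcreener GDP mix added; fluorescence polarization (620/688 nm) read before and after 90 min at 30 °C.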
Vif-APOBEC3G blk = inhibitors of Vif-APOBEC3G interaction; HeLa A3G-eYFP + Vif (tagged APOBEC3G with the HIV-1 protein that degrades it), YFP fluorescence, overnight; Potency, µM (titrated, usually from 46.1 µM), for the others: at the top dose activity, negative = active, most hits filed as inhibitors; 410,000 tested, 0.076% active;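 further: potency means the concentration at half of the fitted maximal effect; on the % scale 0 is the no-effect control and ±100 the full control effect; nearly all actives have a fitted effect of over 60% in size; hits raise eYFP signal because A3G escapes Vif-driven loss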
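HeLa cells stably expressing Vif and C-terminally eYFP-tagged A3G, seeded overnight at 37 deg C, then exposed to compound by pintool overnight at 37 deg C. Rise in yellow fluorescence (Ex 488/Em 500-530, Acumen) marks blocked Vif-driven A3G degradation.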
USP1-UAF1 inh = inhibitors of human USP1/UAF1 deubiquitinase. Potency, µM (top dose mostly 57.1 µM), without a hit: top-dose activity change, negative = inhibition, most hits filed as inhibitors. recombinant USP1/UAF1, Ub-Rhodamine cleavage fluorescence. 390,000 tested, 0.23% active; further: potency means the concentration at half of the fitted maximal effect; on the % scale 0 is the no-effect control and ±100 the full control effect; nearly all actives have a fitted effect of over 60% in size; inactives centre near -12
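USP1/UAF1 complex (1 nM) preincubated 15 min at room temperature with compound, then Ub-Rho substrate (150 nM final) added. Kinetic fluorescence at 480/540 nm over 6 reads at 60 s intervals; 50 mM HEPES pH 7.8, 0.5 mM EDTA, 0.1 mg/ml BSA, 1 mM TCEP, 0.01% Tween-20.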
Vif-A3F inh = inhibitors of Vif-A3F interaction. Potency, µM (top dose mostly 46.1 µM), without a hit: at the highest dose activity, negative = active. AID 602313. 390,000 tested, 0.2% active. HeLa A3F-eYFP + Vif (tagged APOBEC3F with the HIV-1 protein that degrades it), YFP fluorescence increase; further: potency means the concentration at half of the fitted maximal effect; % of control where 0% means no effect; nearly all actives have a fitted effect of over 65% in size
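Fluorescence increase (Ex 488/Em 500-530) after overnight compound treatment at 37 deg C flags inhibition of Vif-driven A3F-eYFP loss in stable HeLa A3F-eYFP/Vif cells seeded overnight beforehand.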
LDHA inh = blocks human lactate dehydrogenase A; P00338; purified LDHA, NADH/diaphorase-resazurin fluorescence; hits give low values; activity change, % (values are at about 110 or 230 µM); 480,000 tested, 0.15% active; in the data active means activity change below about -30%; inconclusive means mostly about -25% to -30%;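 further: plate controls were DMSO wells for no effect and wells without enzyme for full effect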
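Human LDH5 at 2 nM final in Tris HCl pH 7.4 with 0.06 mM NADH and 0.2 mM pyruvate, reacted 5 minutes at room temperature. Remaining NADH coupled via diaphorase/resazurin; resorufin fluorescence read at 0 and 20 minutes, normalized to enzyme-free and DMSO wells.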
Glioma ERSR ind = inducers of ER stress response in human glioma cells; U87-MG GRP78 promoter luciferase reporter, 16 h; Potency, µM, for the others: at the highest dose activation, hits mostly activators; 420,000 tested, 0.02% active; further: potency means the concentration at half of the fitted maximal effect; series mostly up to about 76 µM; % of control where 0% means no effect; nearly all actives have a fitted effect of over 35% in size
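Stably transfected U87-MG human glioma cells carrying a GRP78-based luminescent sensor were seeded at 1000 cells/well, pin-dosed with compounds and incubated 16 h. Luciferase reagent was then added, and end-point luminescence was read after 10 min at room temperature.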
Active calls of the source: *; u = inconclusive; x = not tested or not shown; & = joins results of further samples; [ ] = dose if it differs, or a comment. Unless noted, the call rests on the fitted dose curve; in most records, active means well fitted curve in the direction sought with a large enough effect; inconclusive means small, poorly fitted or top-dose-only effect, or another doubt; inactive means no such curve, though single readings can be large; an effect the other way counts as inactive or inconclusive. This is a subset, so the mix of outcomes need not match the whole.

SMILES	TrxR1 substrate	rTrxR1 inhibitor	mIDH1 inhibitor	RGS4 inhibitor	Vif-APOBEC3G blk	USP1-UAF1 inh	Vif-A3F inh	LDHA inh	Glioma ERSR ind
Cc1nn(-c2ccccc2)c(C)c1/C=C/C(=O)OCC(=O)Nc1ncc(Cl)cc1Cl	2%	5%	-1%	-6%	-1%	-15%	-16%	-7	-3%
CSc1cccc(CN2CCCC(C(=O)Nc3cccc(-n4cccn4)c3)C2)c1 (stereo not drawn)	-15%	-9%	2%	-12%	1%	-2%	0%	-2	-3%
O=C(COC(=O)c1cccs1)Nc1cccc(S(=O)(=O)N2CCCCC2)c1	0%	12%	8%	-9%	-5%	-3%	9%	-3	-3%
COC(=O)c1ccc(/C=C/c2c(-c3ccsc3)oc3ccc(N4CCOCC4)cc23)cc1	67%[activator]	81%[activator]	0%	1%	-7%	-14%	0%	-1	2%
CC1(C)CC2(CCO1)CNC(=O)O2 (stereo not drawn)	17%	38%[activator]	5%	22%	2%	-9%	0%	-4	-3%
O=C(Cc1ccccc1)N(Cc1cccnc1)c1nc2ccc(F)cc2s1	2%[57.1 µM]	21%[57.1 µM]	2%	0%	8%	-19%	-7%	2	-3%
CCn1c(=S)sc2nc(C)sc21	-14%	-26%	0%	-45%	-2%	-4%	-1%	-2	-1%
Cc1ccc(NC(=O)Nc2cc(Cl)ccc2C2COC(=O)C2=N)cc1 (stereo not drawn)	7%[57.1 µM]	-10%	17%	-7%	-4%	-15%	-4%	-4	-4%
Cc1ccc(Nc2c(-c3ccc(Br)o3)nc3ccccn23)cc1	12%	u	11%	-18%	-4%	-22%	-10%	0	-2%
COC(=O)C1=CN(Cc2ccc(C)cc2)C=C(C(=O)OC)C1c1cc(OC)c(OC)c(OC)c1	94%[activator]	23%	2%	-18%	-1%	u	-3%	-2	-4%
CCOc1ccccc1N=Cc1c(O)c2ccccc2oc1=O	-3%	3%	-9%	-2%	6%	-11%	3%	-13	-1%
CC(=O)N1CCc2c(sc3c2c(=O)n(-c2ccccc2C)c(=O)n3Cc2cccc(F)c2)C1	18%	-10%	-23%	1%	0%	0%	-1%	-5	3%
O=C(c1cccs1)N1CCCC(c2nc(-c3ccc(F)cc3)no2)C1 (stereo not drawn)	4%	23%	5%	-28%	5%	-7%	-5%	1	4%
CN(CCCNC(=O)c1ccc(/C=N/O)nc1)CCCN(C)Cc1ccccc1	-6%	-9%	10%	10%	0%	-5%	-9%	2	-2%
C=CCn1c(Oc2ccc(C(=O)OC)cc2)nc2c1c(=O)n(C)c(=O)n2C	-4%	4%	0%	12%	-5%	-10%	3%	-4	-3%

Complete entries from above. Screens in order: TrxR1 substrate, rTrxR1 inhibitor, mIDH1 inhibitor, RGS4 inhibitor, Vif-APOBEC3G blk, USP1-UAF1 inh, Vif-A3F inh, LDHA inh, Glioma ERSR ind
Cc1nn(-c2ccccc2)c(C)c1/C=C/C(=O)OCC(=O)Nc1ncc(Cl)cc1Cl is listed as 2%, 5%, -1%, -6%, -1%, -15%, -16%, -7, -3%
C=CCn1c(Oc2ccc(C(=O)OC)cc2)nc2c1c(=O)n(C)c(=O)n2C is listed as -4%, 4%, 0%, 12%, -5%, -10%, 3%, -4, -3%
CC(=O)N1CCc2c(sc3c2c(=O)n(-c2ccccc2C)c(=O)n3Cc2cccc(F)c2)C1 is listed as 18%, -10%, -23%, 1%, 0%, 0%, -1%, -5, 3%
CCOc1ccccc1N=Cc1c(O)c2ccccc2oc1=O is listed as -3%, 3%, -9%, -2%, 6%, -11%, 3%, -13, -1%
COC(=O)c1ccc(/C=C/c2c(-c3ccsc3)oc3ccc(N4CCOCC4)cc23)cc1 is listed as 67%[activator], 81%[activator], 0%, 1%, -7%, -14%, 0%, -1, 2%

Returning to the listing, starting 2 compounds before the break.
SMILES	TrxR1 substrate	rTrxR1 inhibitor	mIDH1 inhibitor	RGS4 inhibitor	Vif-APOBEC3G blk	USP1-UAF1 inh	Vif-A3F inh	LDHA inh	Glioma ERSR ind
CN(CCCNC(=O)c1ccc(/C=N/O)nc1)CCCN(C)Cc1ccccc1	-6%	-9%	10%	10%	0%	-5%	-9%	2	-2%
C=CCn1c(Oc2ccc(C(=O)OC)cc2)nc2c1c(=O)n(C)c(=O)n2C	-4%	4%	0%	12%	-5%	-10%	3%	-4	-3%
CC(=O)c1nc(N2CCN(S(=O)(=O)c3ccc(C)cc3)CC2)c2ccccc2n1	-1%	-8%	x	29%	x	x	x	-5	x
Cc1ccc(S(=O)(=O)N2CCCC(C(=O)NCc3ccco3)C2)cc1Cl (stereo not drawn)	4%	-12%	0%	-9%	-2%	-14%	-7%	0	-3%
Cc1ccc(Cl)cc1Nc1nn2c(=O)c3ccc(C(=O)Nc4ccc(F)cc4)cc3nc2s1	0%	12%	-12%	7%	-7%	-4%	u	0	0%
CCC(=O)Oc1ccc(C/C(=N\O)c2ccc(O)cc2O)o1	10%	10µM*	-1%	-26%	-3%	-6%	-1%	9	-1%
O=C(OCC(=O)c1ccc(Br)s1)c1ccc(O)cc1	-6%	0%	-10%	-15%	0%	-16%	0%	-3	u
COc1ccc(Br)cc1/C=N/NC(=O)c1cccnc1	-5%	10%	-3%	6%[56.9 µM]	-15%	-4%	1%	-3	-2%
CC(=O)C1(O)Cc2c(O)c3c(c(O)c2C(OC2CC(N)C(O)C(C)O2)C1)C(=O)c1c(O)cccc1C3=O (stereo not drawn)	6%	-17%	x	x	1%	x	x	9	-11%&-9%
COc1ccccc1N(C(=O)CNC(=O)c1ccco1)C(C(=O)NCC1CCCO1)c1ccccc1 (stereo not drawn)	5%[57.1 µM]	8%[57.1 µM]	-4%	-3%	2%	-4%	5%	-6	-3%
COc1ccc(CCNC(=O)c2cc(Sc3cccc(Cl)c3)nc3ccccc23)cc1OC	0%[57.1 µM]	10%[57.1 µM]	-7%	12%	4%	14%	0%	1	-6%
O=C(O)c1ccc(-c2ccc(/C=c3/sc4nc5ccccc5n4c3=O)o2)cc1Cl	-15%	u	-9%	u	-10%	28µM*	u	-3	5%
O=C(C[C@H]1C(=O)N(Cc2ccccc2)C[C@@H]1Cc1ccccc1)Nc1ccc(Br)cc1	x	x	-3%	x	-7%	-3%	-24%	0	-5%
CC(C)(C)NC(=O)CN(C(=O)C1CSC(=O)C1)c1ccc2c(c1)OCCO2 (stereo not drawn)	4%	23%	-2%	1%	0%	13%	-5%	-3	-4%
COc1ccc(-c2cc(C(=O)OC3CCOC3=O)c3ccccc3n2)cc1OC (stereo not drawn)	-2%	-6%[57.1 µM]	4%	-19%	0%	-12%	-2%	-2	-1%
CC(C)Oc1ccc(C(=O)Nc2cc(=O)n(C)c(=O)n2C)cc1	-1%	21%	-9%	4%	3%	-23%	-7%	-12	3%
O=C(NCc1cccc(Cl)c1)c1cccc(S(=O)(=O)N2CCCCC2)c1	0%	20%	4%	-8%	0%	-26%	2%	-3	-3%
O=C(COC(=O)c1cccs1)Nc1cccc(S(=O)(=O)N2CCOCC2)c1	-5%	-15%	-2%	-13%	0%	-12%	-8%	-1	1%
NC(=S)Nc1ccc(F)c(F)c1F	-8%	u	0%	13%	-3%	-5%	0%	1	-2%
Cc1cc(C)n(-c2cccc(Cl)c2C#N)n1	15%	6%	-1%	-28%	3%	-22%	-23%	-3	-2%
CCCN(CCC)CC(O)COc1ccc([N+](=O)[O-])cc1 (stereo not drawn)	-7%	-9%	3%	-4%	0%	1%	x	1	-3%
CCC(=O)N1CCN(c2ccc(NC(=S)NC(=O)COc3ccccc3)cc2)CC1	-6%	0%	7%	-26%	1%	-12%	6%	1	-5%
CS(=O)(=O)N(CC(=O)N1CCN(c2ccccc2)CC1)Cc1ccc(Cl)cc1	8%[11.4 µM]	11%[11.4 µM]	0%	11%	1%	-12%	-8%	-5	-2%
O=S(=O)(CCc1ccccc1)CS(=O)(=O)CCc1ccccc1	10%[2.29 µM]	17%[2.29 µM]	1%	-18%	4%	0%	-17%	-1	1%
CCn1c2ccccc2c2nnc(SCC(N)=O)nc21	0%	5%	-3%	-12%	0%	-8%	-2%	-2	-5%
Cc1ccccc1NC(=O)COc1ccc2oc3c(c2c1)CCCC3	5%	16%	7%	-6%	0%	-27%	3%	0	-5%
Cc1cc(NC(=O)c2cc(-c3cccnc3)nc3c(C)c(C)ccc23)no1	15%[57.1 µM]	32%[57.1 µM]	-10%	-30%	-7%	-8%	-7%	-11	-2%
COCCN(C(=O)COC(=O)CCOc1cc(C)ccc1C)c1c(N)n(Cc2ccccc2)c(=O)[nH]c1=O	-8%	-2%	-5%	-12%	1%	-5%	-16%	-6	0%

Screens as filed in PubChem BioAssay.
